uPA generation: cell surface uPA generation inhibition; AID 540303; cell surface uPA generation assay, qHTS; 0.31% of 330,000 active; Potency, µM (top dose mostly 38.3 µM), for the others: at the highest dose activity change, negative = inhibition, hits mostly inhibitors; active means well fitted inhibition curve with a large enough effect; inconclusive means small, poorly fitted or top-dose-only effect; inactive means no such curve, though single readings can be large or run the other way; tested in mouse RAW 264.7 cells; further: on the % scale 0 is the no-effect control and ±100 the full control effect; nearly all actives have a fitted effect of over 55% in size
RORg inh: inhibitors of mouse ROR gamma transcriptional activity; Drosophila S2 Gal4-RORgamma UAS-luciferase reporter, 20 h; P51450; 5.4% of 310,000 active; Potency, µM (titrated, usually from 53.6 µM), for inactives: top-dose activity change, negative = inhibition, usual class: inhibitors; further: on the % scale 0 is the no-effect control and ±100 the full control effect; nearly all actives have a fitted effect of over 60% in size
Target sequence (P51450 whole entry, looked up, the tested form may be a part): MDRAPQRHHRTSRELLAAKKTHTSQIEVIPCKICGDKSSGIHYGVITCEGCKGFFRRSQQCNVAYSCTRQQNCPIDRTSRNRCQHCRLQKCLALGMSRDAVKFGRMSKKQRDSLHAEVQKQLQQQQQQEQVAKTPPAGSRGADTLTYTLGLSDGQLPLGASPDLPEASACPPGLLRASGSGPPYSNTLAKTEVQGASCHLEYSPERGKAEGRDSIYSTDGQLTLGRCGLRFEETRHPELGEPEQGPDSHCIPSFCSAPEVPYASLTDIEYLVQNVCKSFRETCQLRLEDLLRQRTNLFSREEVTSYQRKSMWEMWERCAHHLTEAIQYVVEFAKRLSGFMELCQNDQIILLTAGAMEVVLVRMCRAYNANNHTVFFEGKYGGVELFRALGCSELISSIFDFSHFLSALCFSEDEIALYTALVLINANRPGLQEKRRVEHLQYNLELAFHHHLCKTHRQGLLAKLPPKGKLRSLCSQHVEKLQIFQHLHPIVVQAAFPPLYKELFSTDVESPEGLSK
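In this cell-based reporter format, copper sulfate (700 uM final) drives Gal4–ROR gamma fusion expression from a metallothionein promoter in Drosophila Schneider cells; compounds preincubated 1 hr, reporter read after 20 hr at ambient temperature.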
Rab9 prom act: activators of Rab9 promoter. Huh7 Rab9 promoter-luciferase reporter, luminescence, 24 h. Potency, µM (top dose mostly 9.22 µM), for the others: at the highest dose activation, negative = inhibition, actives largely listed as activators. 2.8% of 320,000 active. AID 485297; further: % of control where 0% means no effect; nearly all actives have a fitted effect of over 60% in size
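Huh7 cells stably carrying Rab9 promoter–luciferase reporter, plated 1500 cells/well, compound added after 2 h and incubated 24 h at 37 °C; luciferase luminescence then read after 10 min with detection reagent.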
CXXC DNA block: MLL CXXC-DNA interaction inhibition | Q03164 | MLL-CXXC / FITC-HOXA9 DNA fluorescence polarization | Potency, µM (doses to about 115 µM), without a hit: at the highest dose activity change, negative = inhibition, hits mostly inhibitors | 0.037% of 290,000 active | AID 2662; active means well fitted inhibition curve with a large enough effect in the polarisation, with a control signal flat, not every such curve was filed as active; inconclusive means small, poorly fitted or top-dose-only effect, or effect the other way, or a change in a side signal; inactive means no such curve, though single readings can be large or run the other way; the % refers to the polarisation
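Steps: dispense CXXC domain solution (7 uM) → pin compounds or unlabeled HOX-A9 DNA control → 5 min ambient → add FLSN-HOX-A9 solution (50 nM) → spin → 30 min ambient → fluorescence polarization. Tris pH 7.5/NaCl/DTT/BSA buffer.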
NPC1 prom act: NPC1 promoter activation; Potency, µM (series often up to 9.22 µM), inactives show top-dose activation, usual class: activators; 2.4% of 320,000 active; Huh7 NPC1 promoter luciferase reporter, 24 h;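 further: % of control where 0% means no effect; nearly all actives have a fitted effect of over 60% in size; reporter is driven by a mutant NPC1 promoter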
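Compounds in DMSO were transferred onto Huh7 NPC1-luciferase reporter cells pre-incubated 2 h; after 24 h at 37 °C, Amplite reagent was dispensed and luminescence recorded 10 min later.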
FLuc modulator: counter-screen for miR-21 project: firefly luciferase inhibitors or activators. Potency, µM (highest dose often 57.5 µM), for inactives: top-dose activity change, negative = inhibition, usual class: inhibitors. purified FLuc, Km substrates, luminescence inhibition. 6.9% of 360,000 active. AID 588342;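 further: plate controls were vehicle for no effect and reference inhibitor for full effect; nearly all actives have a fitted effect of over 55% in size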
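Biochemical qHTS of compounds, final roughly 60 µM downward over six points, against 10 nM purified firefly luciferase using Km concentrations of substrates (10 uM D-luciferin, 10 uM ATP) in Tris acetate pH 7.5 buffer; luminescence output.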
VP16 counter: inhibits Gal4-VP16 luciferase reporter, ROR gamma counter-screen; 3.5% of 310,000 active; AID 2546; Potency, µM (top dose mostly 53.6 µM), for the others: at the highest dose activity, negative = inhibition, usual class: inhibitors; Drosophila S2 Gal4-VP16 UAS-luciferase, luminescence, 20 h;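 further: Gal4-VP16 expression switched on by copper sulfate through the metallothionein promoter; on the % scale 0 is the no-effect control and ±100 the full control effect; nearly all actives have a fitted effect of over 50% in size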
BRCA1 expr act: BRCA1 expression activation | 1.1% of 380,000 active | Potency, µM (series often up to 46.1 µM), without a hit: at the highest dose activation, usual class: activators | MCF7-BRCA1-FFLuc reporter, luminescence, 48 h; response scale: scaled: vehicle 0%, 10 µM genistein 100%; further: nearly all actives have a fitted effect of over 80% in size; some results filed as inactive show a strong effect at the top dose
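Reporter cells (MCF7, BRCA1 promoter-firefly luciferase) received library compounds across a concentration series for 48 h. End-point luminescence was measured and concentration-effect curves derived after normalization.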
ELG1 genotox: induces genotoxicity in HEK293T cells with luciferase-tagged ELG1; HEK293T ELG1-luciferase reporter, luminescence, 16 h; Potency, µM (highest dose often 46 µM), for the others: at the top dose activity change, positive = activation, hits mostly activators; 1.3% of 330,000 active; AID 504466; further: % of control where 0% means no effect; nearly all actives have a fitted effect of over 60% in size
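HEK293T cells expressing luciferase-tagged ELG1 were treated with compound or DMSO for 16 hr at 37°C. Luciferase activity was then read after 30 min with ONE-Glo at room temperature; rising signal flags genetic stress.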
p53 reactivation: re-activators of mutant p53 | H1299 p53-A138V BP100-luciferase reporter, luminescence, 24 h | Potency, µM (doses to about 92.2 µM), for the others: top-dose activity change, positive = activation, hits mostly activators | 0.063% of 320,000 active; further: % of control where 0% means no effect; nearly all actives have a fitted effect of over 45% in size
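H1299 (p53-null), stable ts p53-A138V + BP100-Luc; 1000 cells/well, Opti-MEM/10% FBS; cpd 4 pt, 1:5; 24 h, 37 deg C, 5% CO2; detection reagent 10 min RT; luminescence.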
MBNL1 CUG block: blocks human MBNL1 binding to CUG repeat RNA. Q9NR56. TR-FRET MBNL1-His/biotin-(CUG)12 binding, 665/545 ratio. Potency, µM (highest dose often 57.5 µM), without a hit: at the highest dose activity change, negative = inhibition, most hits filed as inhibitors. 0.036% of 280,000 active. AID 2675; active means well fitted inhibition curve with a large enough effect in the signal ratio, with a control signal flat, not every such curve was filed as active; inconclusive means small, poorly fitted or top-dose-only effect, or effect the other way, or a change in a side signal; inactive means no such curve, though single readings can be large or run the other way; the % refers to the signal ratio; further: on the % scale 0 is the no-effect control and ±100 the full control effect
Target sequence (Q9NR56 whole entry, looked up): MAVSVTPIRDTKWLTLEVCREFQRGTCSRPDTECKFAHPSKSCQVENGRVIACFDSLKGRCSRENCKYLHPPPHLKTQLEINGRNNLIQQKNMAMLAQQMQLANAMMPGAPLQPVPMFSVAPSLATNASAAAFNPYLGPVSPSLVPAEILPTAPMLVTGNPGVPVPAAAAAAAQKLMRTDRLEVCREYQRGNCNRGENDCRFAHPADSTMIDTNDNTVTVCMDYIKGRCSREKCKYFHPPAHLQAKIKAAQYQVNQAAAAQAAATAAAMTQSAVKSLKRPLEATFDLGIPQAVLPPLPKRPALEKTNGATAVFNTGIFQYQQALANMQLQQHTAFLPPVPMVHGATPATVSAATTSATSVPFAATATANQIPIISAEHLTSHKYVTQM
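TR-FRET readout: Ex 340 nm, 665/545 nm emission ratio, normalized to buffer-only (basal) and MBNL1-(CUG)12 controls. Complex of MBNL1-His with Biotin-(CUG)12, compounds 92 nM–58 uM, incubated 60 min at room temperature.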
Active calls of the source: *; ? = inconclusive; · = not tested or not shown; [ ] = remark or other dose. Unless noted, the call rests on the fitted dose curve; in most records, active means well fitted curve in the direction sought with a large enough effect; inconclusive means small, poorly fitted or top-dose-only effect, or another doubt; inactive means no such curve, though single readings can be large; an effect the other way counts as inactive or inconclusive. Potency means the concentration at half of the fitted maximal effect. The list is partial (hit frequency here may not be typical).

Fields – RORg inh | MBNL1 CUG block | NPC1 prom act | CXXC DNA block | ELG1 genotox | BRCA1 expr act | uPA generation | Rab9 prom act | p53 reactivation | VP16 counter | FLuc modulator
Cc1nn(C(C)(C)C)c(NC(=O)c2ccccc2)c1C#N
    -32% | 2% | 0% | 0% | -3% | -19% | -4% | 7% | -5% | -2% | -2%
O=C(Nc1ccc(Br)cc1F)c1sccc1-n1cccc1
    -35% | 0% | ? | -5% | -4% | 29% | 8% | 26% | 3% | 1% | -1%
Cc1cccnc1NC(=O)C1CCCN(S(=O)(=O)c2ccc3c(c2)oc(=O)n3C)C1 (configuration not stated)
    -34% | -1% | -2% | -4% | -1% | 2% | 6% | 1% | -5% | -1% | 0%
CCOC(=O)C1CCCN(C(=O)C2CCN(S(=O)(=O)N3CCC4(CC3)OCCO4)CC2)C1 (configuration not stated)
    4% | -3% | -2% | 3% | -2% | -28% | -3% | 1% | -5% | -10% | 3%
CCC(C)c1ccc(OCC(=O)Nc2ccc3c(c2)C(=O)NC3=O)cc1 (configuration not stated)
    1% | 19% | -1% | -2% | -6% | 15% | 2% | 2% | -15% | -20% | -1%
CC(=O)c1cccc(NC(=O)C(C)OC(=O)CCCN=C2NS(=O)(=O)c3ccccc32)c1 (configuration not stated)
    · | · | 0% | · | 0% | 1% | 0% | -8% | 5% | · | -2%
CC(=O)Nc1ccc(S(=O)(=O)NCc2nc(-c3ccccc3Cl)no2)cc1
    44% | -3% | -4% | 0% | 0% | -17% | 0% | -2% | -6% | -11% | 0%
CN(Cc1ccccc1Br)C(=O)CN1C(=O)NC2(CCCCCC2)C1=O
    · | · | 0% | · | 0% | -11% | 17% | -6% | -8% | · | -1%
CCC(=O)Nc1ccc(NC(=O)CSc2nnc(-c3ccco3)n2CC)cc1
    2% | -2% | 1% | 11% | -4% | 4% | 0% | 13% | -5% | -4% | -1%
CCOc1cc(C(=O)Nc2cc(C)ccc2OC)ccc1OCC(=O)N1CCCCC1
    37% | -9% | -4% | 6% | -3% | -14% | 8% | -1% | -7% | -2% | 1%
O=C(Nc1cc2ccccc2oc1=O)C1CCCCC1
    15% | 1% | 0.45µM* | -4% | ? | ? | -5% | 0.56µM* | 5% | -1% | 2.4µM*
Cc1c(Cl)c([N+](=O)[O-])nn1CCCC(=O)NC1CCCCC1
    18% | 16% | -6% | -2% | -1% | 12% | 1% | -2% | ? | 10% | 0%
O=C(ON=C1CCN(S(=O)(=O)c2ccccc2)CC1)c1cccc(Cl)c1
    ? | -3% | -1% | 5% | 0% | 1% | 0% | -2% | -7% | -18% | -12%
O=C(CN1C(=O)NC2(CCCCCCC2)C1=O)NCc1ccc2c(c1)OCO2
    -7% | -6% | -4% | 10% | -1% | 0% | 3% | 2% | -3% | 6% | 2%
Cn1cccc1Cc1nnc(SCC(=O)N2CCCc3ccccc32)n1-c1ccc(F)cc1
    2% | 3% | -1% | 6% | -5% | 0% | 3% | -4% | 1% | 26% | 1%
CCCC(=O)Nc1ccc(-c2csc(-c3cccnc3)n2)cc1
    ? | 82%[activator] | 13% | 0% | -4% | 52% | -7% | ? | ? | -12% | ?
O=S(=O)(NCCN1CCOCC1)c1ccc(Cl)c(Cl)c1
    14% | -3% | 1% | 1% | 0% | 12% | 5% | -3% | 1% | 5% | 2%
COc1ccc(OC)c(S(=O)(=O)Nc2cccc(C(C)=O)c2)c1
    25% | -2% | -3% | -5% | -2% | 0% | 2% | -7% | -3% | 4% | -2%
CCn1c(C2CC(=O)N(c3cc(C)cc(C)c3)C2)nc2ccccc21 (configuration not stated)
    22% | -3% | -3% | 4% | -11% | 0% | 5% | -11% | 6% | -8% | 4%
COc1ccc(-n2c(SCC(=O)N3CCCCC3)nc3ccccc3c2=O)cc1
    38% | -3% | -9% | -16% | -1% | -26% | -5% | 0% | -1% | 5% | 1%
CCOC(=O)c1ccc(NC(=O)CN2CCN(C(=O)c3ccco3)CC2)cc1
    30% | -6% | 1% | -9% | -1% | -12% | 3% | -8% | 2% | 1% | 5%
CCCC(=O)Nc1nn(CC(C)C)c2nc3cc(C)ccc3cc12
    -10% | -5% | 1% | 2% | 7% | -14% | 1% | -10% | -2% | -2% | 1%
COc1ccc(COC(=O)C2=C(C)NC(=O)NC2c2ccc(O)c(OC)c2)cc1 (configuration not stated)
    -27% | -1% | 1% | -10% | 7% | -33% | 4% | 7% | -5% | 4% | 0%
O=P(c1ccccc1)(c1ccccc1)C1CCCO1 (configuration not stated)
    17% | -1% | 4% | 2% | 3% | 19% | -1% | -2% | -10% | -6% | 0%
CC(=O)NC(CC(=O)Oc1ccc(C)cc1Br)c1ccccc1 (configuration not stated)
    3% | -3% | 0% | 3% | -1% | 4% | 10% | 1% | -1% | 6% | -3%
COc1cc(C(c2nnnn2C2CCCC2)N2CCN(C(=O)c3ccco3)CC2)cc(OC)c1OC (configuration not stated)
    -18% | -4% | -8% | 15% | 8% | -7% | -10% | 1% | -3% | -1% | -3%
O=C(Oc1ccc([N+](=O)[O-])cc1)c1cc(-c2ccccc2)nc2ccccc12
    33% | 15% | -3% | -5% | -1% | -1% | 4% | 3% | 3% | -6% | -4%
Cc1[nH]c2ccccc2c1C(=O)C(=O)N1CCN(c2cccc(Cl)c2)CC1
    31% | -2% | -2% | 14% | -4% | -29% | ? | -3% | 2% | 13% | 0%
CC1=C(C(=O)OC2CCCCC2)C(c2cccnc2)n2nnnc2N1 (configuration not stated)
    24% | -7%[11.5 µM] | -7% | 2% | -2% | -4% | -11% | -4% | 4% | 16µM* | 0%
O=C(Nc1ccccc1)C1CC(=O)n2c(nc3ccccc32)N1 (configuration not stated)
    -22% | 1% | -3% | -19% | 2% | 0% | 3% | -4% | 2% | -7% | 1%
Cc1nn(-c2ccccc2)c2c1C(c1ccco1)C(C#N)=C(N)O2 (configuration not stated)
    ? | ? | 0% | -23% | 1% | -42% | 1% | 7% | ? | ? | 13µM*
O=C(COC(=O)c1cc(Br)ccc1O)NNC(=O)c1ccc(Cl)cc1
    · | · | -4% | · | -3% | -1% | 0% | 2% | 13% | · | 1%
CCOC(=O)N1CCN(c2c(-c3ccc(C(C)C)cc3)c(=O)c2=O)CC1
    ? | ? | -2% | 12% | -3% | -1% | 0% | 1% | 0% | -9% | 2%
CC1=NN(c2ccccc2)C(=O)/C1=C/C=C/C=C/N(C)C
    -9% | ? | 0% | 201%[activator] | -1% | -19% | -5% | -3% | 0% | -25% | ?
Cc1ccc(SCc2[nH]nc3c2C2(CCSCC2)C(C#N)=C(N)O3)cc1
    -8% | -9% | 5% | -2% | 0% | 3% | -14% | 1% | -9% | 1% | 0%
OCCNc1nc(-c2ccccc2)c2cc(Br)ccc2n1
    ? | 22% | 3% | 6% | 1% | -20% | ? | 3% | 6% | 7% | 1%
CCC(=O)Nc1cccc(NC(=O)COc2ccc(OC)cc2)c1
    38% | 9% | -2% | 9% | ? | -7% | 1% | -1% | 15% | 8% | 15µM*
O=C(NCc1ccccc1)C1CC(=O)N(c2ccc(OCC(=O)N3CCOCC3)cc2)C1 (configuration not stated)
    12% | -2% | 0% | 16% | 2% | -3% | -8% | -5% | -3% | -3% | -1%
CCCc1n[nH]c2c1C(=O)C(C(=O)OC)C(C)(C)C2 (configuration not stated)
    20% | -15% | -4% | -1% | -3% | -17% | -6% | -1% | -8% | -12% | 4%
CCCn1c(=O)n(N)c2ccccc21
    -1% | -2% | 1% | 11% | 0% | -13% | 4% | -3% | -1% | -3% | -3%
CCOc1ccc(-c2noc(CCC(=O)NCCc3ccccc3)n2)cc1OC
    34% | 0% | -3% | 4% | 10% | 29% | 1% | 14% | · | 0% | 3%
COc1ccc(C2=NN(c3ccccc3)C(c3ccc(OC)c(OC)c3)C2)cc1 (configuration not stated)
    -13% | 16% | 27% | 30% | 6% | 10µM* | -14% | ? | -9% | 1% | ?
O=C(COC(=O)c1cccc(S(=O)(=O)N2CCOCC2)c1)c1ccccc1
    -2% | -6% | -4% | -8% | -3% | 9% | -2% | -2% | 3% | 6% | 13µM*
Cc1nn(-c2ccccc2)c2c1C(c1ccncc1)C(C#N)=C(N)O2 (configuration not stated)
    7% | 23% | 10% | 10% | -4% | -11% | 2% | -5% | -2% | 6% | -1%
COc1cccc(NC(=S)NCCCN2CCOCC2)c1
    -7% | 0% | -2% | -2% | -1% | -1% | 2% | -5% | 12% | -18% | 0%
CCN1CCN(C(=O)C2=CC(c3ccc(C)cc3)=NS(=O)(=O)N2C)CC1
    10% | 19% | 3% | · | -4% | 5% | 13% | 2% | 9% | 1% | 4%

High-throughput results: PubChem, National Center for Advancing Translational Sciences (NCATS)
